12-LOX inh – inhibitors of human 12S-lipoxygenase ALOX12; purified 12hLO, xylenol orange hydroperoxide absorbance; Potency, µM (titrated, usually from 108 µM), for inactives: top-dose activity change, negative = inhibition, actives largely listed as inhibitors; 580,000 compounds, 1.1% hits; active = well fitted inhibition curve with a large enough effect; inconclusive = small, poorly fitted or top-dose-only effect, or another doubt; inactive = no such curve, though single readings can be large or run the other way
Target sequence (P18054 whole entry, looked up): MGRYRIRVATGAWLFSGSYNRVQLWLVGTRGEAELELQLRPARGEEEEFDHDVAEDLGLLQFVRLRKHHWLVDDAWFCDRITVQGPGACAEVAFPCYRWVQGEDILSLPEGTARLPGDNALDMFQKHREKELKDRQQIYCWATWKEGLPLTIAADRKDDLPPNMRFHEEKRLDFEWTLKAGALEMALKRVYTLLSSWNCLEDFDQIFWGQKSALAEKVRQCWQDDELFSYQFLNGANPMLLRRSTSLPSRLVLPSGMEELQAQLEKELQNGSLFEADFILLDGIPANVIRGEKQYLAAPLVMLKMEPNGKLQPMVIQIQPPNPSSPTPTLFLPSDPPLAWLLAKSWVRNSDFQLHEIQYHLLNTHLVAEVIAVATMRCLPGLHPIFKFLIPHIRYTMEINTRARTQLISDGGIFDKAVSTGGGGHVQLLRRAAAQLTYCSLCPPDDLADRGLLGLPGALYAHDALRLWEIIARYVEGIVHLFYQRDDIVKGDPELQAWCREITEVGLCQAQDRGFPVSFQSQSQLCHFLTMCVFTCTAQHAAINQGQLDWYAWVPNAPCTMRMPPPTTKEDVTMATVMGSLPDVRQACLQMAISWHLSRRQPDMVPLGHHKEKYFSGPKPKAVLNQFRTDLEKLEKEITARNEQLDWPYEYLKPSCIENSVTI
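Purified human 12hLO at 150 nM in 25 mM Hepes, 0.01% Triton X-100, pH 7.0, preincubated 15 min at room temperature with compound. Reaction started with 40 uM arachidonic acid, 30 min at room temperature. Hydroperoxide measured by Fe-xylenol orange, 573/405 nm absorbance ratio.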
Numbers without * were called inactive; ? = inconclusive; & = joins results of further samples; [ ] = another dose, or the depositor's remark. % is scaled to controls: 0 for no effect and ±100 for the full control effect; potency is read from the fitted curve at half-maximal effect. Only part of the results is shown (hit frequency here may not be typical).

SMILES | 12-LOX inh
CCOc1ccc(C(=O)N2CCC(Cc3nc(-c4ccc(F)cc4)no3)CC2)cc1OCC | ?
O=C(Nc1cccc(F)c1)N1CCC(O)(c2csc(CN3CCc4ccccc4C3)n2)CC1 | 8%
CCN(CC)S(=O)(=O)c1ccc(C(=O)Nc2nn[nH]n2)cc1 | -12%
CSc1ccc(/C=N/Nc2ccc(F)cc2)cc1 | 1.3µM*
COc1cc2oc(=O)c(CC(=O)NCCCN(C)C)c(C)c2cc1Cl | -5%
COc1ccc2c(c1)CN(Cc1ccc(C(F)(F)F)cc1)CC[C@H]1COC(=O)N21 | 8%[176 µM]
CCOc1ccccc1C(=O)NC1CCN(c2cnn(C)c(=O)c2)CC1 | 2%
O=C(NCc1ccsc1)C1CN(c2cccc(Cl)c2)C(=O)N1 (stereo not drawn) | ?
CC(C)OCCCNC(=O)c1cc2cn(C(C)C)cc2s1 | 32%
C=CCC(=O)N1CCOC(CCCC(C)C)C1 (stereo not drawn) | 36%[activator]
Cc1ccccc1CN1C[C@H](O)C[C@H]1c1nc(-c2ccncc2)no1 | 12%[176 µM]
Cc1ccc(CN2C[C@@H]3C(=O)N(CCCN4CCCC4=O)C(=O)[C@@H]3C2)c(C)c1 | 51%[activator]
Cc1ccc(C(=O)NCc2nnc3ccc(-c4ccc(Cl)cc4)nn23)s1 | 28%
CCn1nccc1C(=O)N1CCC2(CC1)CC(OC)CCO2 (stereo not drawn) | 10%
CCOC(=O)c1cnn(-c2ncnc3sc4c(c23)CCC(C)C4)c1N (stereo not drawn) | -22%
CCOc1ccc(C(=O)NC2CCN(c3cc(-c4ccc(F)cc4)[nH]n3)CC2)cc1OCC | -9%
FC(F)(F)c1ccc(CN2CCn3c(nnc3-c3ccc(Cl)cc3)C2)cc1 | 1%[6.33 µM]
CCC(CC)n1c(COc2ccccc2Cl)nnc1SCC1CC1(Cl)Cl (stereo not drawn) | ?
CN(C)Cc1ccccc1-c1cc(NC2CC2)ncn1 | -18%
Cc1ccc(NC(=O)COc2ccc(-c3nnc4n3CCCC4)cc2)cc1F | 27%
Cc1ccc(-c2nc3ccccc3n2Cc2ccc(F)cc2)o1 | ?
Cc1c(-c2ccc(F)cc2)[nH]c2ccc(CNC(=O)c3n[nH]c4c3CCCC4)cc12 | 29%
CC(C)CCOc1ccc(CO[C@@H]2[C@H]3OC(C)(C)O[C@H]3O[C@@H]2[C@@H](O)CO)cc1 | 6%&-1%
CC[C@H]1CN(S(=O)(=O)c2c(C)noc2C)CC[C@H]1CC(=O)Nc1ccccc1 | 0%[176 µM]
O=C1Nc2cc(Cl)c(Cl)cc2N(O)N1c1cccc(Br)c1 | -2%
O=C(Cn1nc(-c2cccs2)c2ccccc2c1=O)NCCc1ccccc1 | ?
COc1ccc(CNC(=O)[C@@H]2CCC[C@@H](NCc3cnn(C)c3)CN(C)C(=O)C2)cc1 | 14%[176 µM]
Cc1cc(S(=O)(=O)N2CCC(CC(=O)NCc3ccccc3)C2)ccc1F (stereo not drawn) | 29%
COC(=O)[C@@H]1Cc2nc[nH]c2CN1Cc1ccc(NC(C)=O)cc1 | 81%[activator][176 µM]
O=C(CSc1nc2ccccc2s1)Nc1ccc2c(c1)CCC2 | 1%

Ordered by heavy-atom count (falling): some entries from above.
SMILES | 12-LOX inh
CCOc1ccc(C(=O)NC2CCN(c3cc(-c4ccc(F)cc4)[nH]n3)CC2)cc1OCC | -9%
COc1ccc(CNC(=O)[C@@H]2CCC[C@@H](NCc3cnn(C)c3)CN(C)C(=O)C2)cc1 | 14%[176 µM]
Cc1c(-c2ccc(F)cc2)[nH]c2ccc(CNC(=O)c3n[nH]c4c3CCCC4)cc12 | 29%
O=C(Cn1nc(-c2cccs2)c2ccccc2c1=O)NCCc1ccccc1 | ?
FC(F)(F)c1ccc(CN2CCn3c(nnc3-c3ccc(Cl)cc3)C2)cc1 | 1%[6.33 µM]
CCC(CC)n1c(COc2ccccc2Cl)nnc1SCC1CC1(Cl)Cl (stereo not drawn) | ?
CCOC(=O)c1cnn(-c2ncnc3sc4c(c23)CCC(C)C4)c1N (stereo not drawn) | -22%
COC(=O)[C@@H]1Cc2nc[nH]c2CN1Cc1ccc(NC(C)=O)cc1 | 81%[activator][176 µM]
Cc1ccc(-c2nc3ccccc3n2Cc2ccc(F)cc2)o1 | ?
CCn1nccc1C(=O)N1CCC2(CC1)CC(OC)CCO2 (stereo not drawn) | 10%
O=C1Nc2cc(Cl)c(Cl)cc2N(O)N1c1cccc(Br)c1 | -2%
CN(C)Cc1ccccc1-c1cc(NC2CC2)ncn1 | -18%

More records.
SMILES | 12-LOX inh
Cc1cccc(C(=O)NCC2Cn3cccc3C(=O)N2Cc2ccccc2)c1 (stereo not drawn) | 3%
CCc1ccc(Nc2nc(C)cc(=O)n2CC(=O)c2ccc(F)cc2)cc1 | -5%
CCc1noc(-c2cn(C3CCN(C(=O)c4cc(F)ccc4F)C3)nn2)n1 (stereo not drawn) | 7%
O=C(N[C@H](C(=O)N1CCC[C@H]1C(=O)NC1CCCC1)C1CCCCC1)c1ccc(Cl)c(Cl)c1 | -7%
Cc1ccc(CN2C(=O)C3(c4ccccc42)N(c2ccc(F)c(Cl)c2)C(=O)CS3(=O)=O)cc1 (stereo not drawn) | ?
COCCn1cnc2ccc(-c3cccc(C(F)(F)F)c3)nc2c1=O | -2%[176 µM]
O=C1CC(c2ccccc2)N(Cc2ccncc2)CCCN(S(=O)(=O)c2cccs2)CCN1 (stereo not drawn) | 6%
CN(CCC1CCCCO1)C(=O)c1coc(COc2cccc(F)c2)n1 (stereo not drawn) | 39%[activator]
COc1ccc(Oc2c(C)oc3cc(OCC(=O)Nc4ccccn4)ccc3c2=O)cc1 | -58%
OC1CCN(Cc2ccc3c(c2)CN(Cc2ccc(Oc4ncccn4)cc2)CCO3)CC1 | -2%
O=C(c1ccc2[nH]ccc2c1)N1CCCC(n2cc(-c3nc(C4CC4)no3)nn2)C1 (stereo not drawn) | 4%
C=CCNC(=O)N1CCC(C2CCN(Cc3cccc(F)c3F)CC2)C1 (stereo not drawn) | 11%
O=C(NC1CCCCC1)[C@@H]1C[C@@H](O)CN1C1CCN(C(=O)C2(c3ccccc3)CC2)CC1 | 8%
CN1C(=O)CCCCC1C(=O)N1CCCC1 (stereo not drawn) | 100%[activator]
CC1CCN(CCNC(=O)c2ccc3c(=O)n(CCc4ccccc4)c(=O)[nH]c3c2)CC1 | 69%[activator]

3 compounds out of the list above, arranged by the value under 12-LOX inh, high to low.
molecule | 12-LOX inh
Cc1cc(S(=O)(=O)N2CCC(CC(=O)NCc3ccccc3)C2)ccc1F (stereo not drawn) | 29%
CCOc1ccc(C(=O)NC2CCN(c3cc(-c4ccc(F)cc4)[nH]n3)CC2)cc1OCC | -9%
COc1ccc(Oc2c(C)oc3cc(OCC(=O)Nc4ccccn4)ccc3c2=O)cc1 | -58%

The list continues:
SMILES | 12-LOX inh
Cc1nc(-n2[nH]c(C)c(CCC(C)C)c2=O)sc1C(=O)Nc1ccccc1 | 48%[activator]
O=C(NC1CC1)C(Sc1ccc2c(c1)OCCCO2)c1ccc(F)cc1 (stereo not drawn) | -17%
O=C(NCCNC(=O)c1cc(-c2ccccc2)nc2ccccc12)c1ccco1 | 26%
COc1cccc([S+](=O)([O-])N2CCNc3cnc(Nc4cccnc4)nc3C2)c1 | -3%[176 µM]
COCCn1cnnc1SC(C)C(=O)c1cccc(Cl)c1 (stereo not drawn) | -16%
CCN1c2cc(C(=O)N3CCCC3)ccc2C(=O)N2CCCCCC21 (stereo not drawn) | 25%
Nc1nc(CN2CCN(C(=O)c3ccc(Cl)c(Cl)c3)CC2)nc2ccccc12 | 38%[activator]
CCOc1ccc(NC(=O)N2CCN(Cc3nc(-c4ccccc4)oc3C)CC2)cc1 | 2%
Cc1nnc(NC(=O)c2csc3c2CCCC3)s1 | -25%
CCC1=C(C(=O)OC)C(c2ccccc2)N2C(CC(=O)NCC3CC3)=CSC2=N1 (stereo not drawn) | 41%
O=C(N/N=C/c1ccc(Br)s1)C(c1ccccc1)c1ccccc1 | 15%
CN1CC2(CCN(C(=O)NCc3ccccc3)CC2)CC1C(=O)N1CCOCC1 (stereo not drawn) | 7%
COc1ccc(F)cc1-c1ccc(C=O)cc1 | 13%[12.5 µM]
Cc1cc(C[C@@H]2COC[C@@H]2NC(=O)C2CCN(C(=O)N(C)C)CC2)on1 | 7%
COC(=O)C(C)Oc1c(Br)cc(C=O)cc1OC (stereo not drawn) | 15%
CCC(=O)N1CCc2c(sc3ncnc(NCc4ccccc4)c23)C1 | -8%
CSCC[C@H](NC(=O)[C@H](C)n1nnc2ccccc2c1=O)C(=O)O | ?
Cc1cnc2c(S(=O)(=O)NC3CCN(S(C)(=O)=O)CC3)cccc2c1 | ?
O=C1NCC2(CCN(C(=O)c3ccc4c(c3)OCO4)CC2)Oc2ccccc21 | 59%[activator]
CCCN1C(=O)CCc2cc(NC(=O)Cc3c(F)cccc3Cl)ccc21 | -14%
CC(C)(C)c1ccc(-c2nnc(SCC(=O)N3CCOCC3)n2C2CCCCC2)cc1 | 15%
Fc1ccc(-c2nnc3ccc(Nc4ccc(N5CCOCC5)cc4)nn23)nc1 | 46%[activator][176 µM]
Cc1sc(NC(=O)c2cc3ccccc3s2)c(C#N)c1C | ?
COC(=O)CNC(=O)N1Cc2c(C)nn(-c3ccccc3)c2-n2cccc2C1c1cccc(C)c1 (stereo not drawn) | -29%
CC(C)(C)c1cc(C(=O)NCC(=O)O)cc(C(C)(C)C)c1 | 3%
CC(C)NC(=O)C1(C)CN(S(C)(=O)=O)CC(=O)N1Cc1cccs1 (stereo not drawn) | -1%
COCCN1CCC2(CCC1=O)CCN(C(=O)CCn1nc(C)cc1C)CC2 | 13%
O=C(CN1CC2CC(C1)[C@H]1CCCC(=O)N1C2)N1CCN(c2ccccc2F)CC1 (stereo partly drawn) | 11%
O=C(CCc1ccsc1)N(Cc1ccncc1)C1CC1 | 6%
COc1ccc(C2=NOC(Cc3cc(OC)c4c(c3OC)OCO4)C2)cc1 (stereo not drawn) | 14%
CCC(C)(C)NC(=O)CSc1nnc(NC2CC2)s1 | -12%
COc1cc(/C=C(/C#N)c2ccccn2)ccc1OCc1cccc(C(F)(F)F)c1 | 6.3µM*
COc1cc(/C=N/OCc2ccc(Cl)c(Cl)c2)cc(Cl)c1OC | ?
CCOc1c(Br)cc(C(=O)Nc2ncccc2C)cc1OC | 12%
Cc1ccc2c(=O)c(CN3CCC(C)CC3)c(C)[nH]c2c1C | 76%[activator]
Cn1cnnc1CC1CCN(C(=O)c2cc3c([nH]c2=O)CCCC3)CC1 | -13%
O=C(CC1CCCO1)NC(c1ccccc1)C1CC1 (stereo not drawn) | 11%
O=C(NCCC1CCN(C(=O)Nc2ccc(F)cc2F)CC1)c1ccsc1 | 29%
COc1ccc(OC)c([S+](=O)([O-])c2nnn3c2nc(N2CCC(F)CC2)c2ccccc23)c1 | 0%[6.33 µM]
COc1cc(OC)cc(C(=O)NC2CC3CCC2C3)c1 (stereo not drawn) | -3%
O=C(Nc1ccc([C@H]2OCC(=O)N(Cc3ccc(F)cc3)[C@@H]2CO)cc1)c1cccnc1 | 5%
CCn1c(SCc2cc(=O)n3[nH]cc(C#N)c3n2)nnc1-c1ccc(Cl)cc1 | ?
COc1cccc(S(=O)(=O)N2CCC(Cc3nncn3C(C)C)C2)c1 (stereo not drawn) | 20%
CC(C)C1=NOC2(CCCN(CC3CCCCC3)C2)C1 (stereo not drawn) | 1%[12.5 µM]
COc1ccc(-c2cnc(Nc3cc(F)cc(N4CCOCC4)c3)c3c2CCO3)cn1 | -18%[176 µM]
CC(=O)Nc1ccc(NC2=C(C(N)=O)S(=O)(=O)c3ccccc32)cc1 | ?
O=C(Nc1cccc(Cl)c1)N(Cc1cccc(O)c1)C1CCC(O)CC1 (stereo not drawn) | ?
NC(N)=Nc1nc(-c2ccc3ccccc3c2)cs1 | -17%
CCN1c2cc(C(=O)NCc3cccs3)ccc2C(=O)N2CCCCC21 (stereo not drawn) | 19%
COc1cc(NC(=O)C2(Cc3cccnc3)CCCCC(=O)N2)cc(OC)c1 (stereo not drawn) | 4%
Cn1nnnc1C1CCCN(C(=O)c2ccccc2)C1 (stereo not drawn) | 37%[activator]
Cc1cc2c(c(=O)n(-c3ccccc3)c(=O)n2CC(=O)Nc2ccccc2C(F)(F)F)n1C | 9%
CCN1CCN(Cc2cn(-c3ccccc3F)nc2-c2cc(C)sc2C)CC1 | -3%
Cc1cc(Cl)ccc1OCc1n[nH]c(=S)n1C | ?
O=C(CCc1ncc(-c2ccc(F)cc2F)o1)N1CCN(C(=O)C2CC2)CC1 | ?
Cc1cc(C(=O)N2CCOC[C@H](Oc3cnccn3)C2)n(C)n1 | 40%[activator][176 µM]
COc1cc(OC)c(OC)cc1CN1CCCC(n2cc(C(=O)N3CCCCC3)nn2)C1 (stereo not drawn) | 10%
COCCNC(=O)C[C@@H]1C[C@H]2O[C@H](CNCc3cccnc3OC)[C@@H](O)[C@H]2O1 | 3%[176 µM]
COC(=O)c1sc(=S)n(-c2cccc(C)c2C)c1N | 3%
COc1ccc(CNC(=O)Cn2c(=O)c3c(ncn3C)n(C)c2=O)cc1 | 22%

(continued)
SMILES | 12-LOX inh
CC[C@H]1CN(S(=O)(=O)c2ccc(OC)cc2)CC[C@H]1CC(=O)O | 19%[176 µM]
CC(=O)c1cc(CN2CCC(c3nnc4n3CCCCC4)CC2)n(C)c1 | ?
CCS(=O)(=O)N1CCC(CC(=O)NCc2ccccc2)C1 (stereo not drawn) | 8%
N#Cc1nc(-c2ccco2)oc1N1CCN(CC(=O)Nc2ccccc2-c2ccccc2)CC1 | -4%
CC1C(c2ccc(Cl)cc2)=[N+]([O-])C(C)(c2cccc([N+](=O)[O-])c2)N1O (stereo not drawn) | -17%

Compound activity as filed in PubChem BioAssay.
